# Assay outcomes: PubChem BioAssay, National Center for Advancing Translational Sciences (NCATS)
# WRN inhibitor: qHTS for Inhibitors of WRN Helicase; Potency, µM (titrated, usually from 114 µM), inactives show at the highest dose activity change, negative = inhibition, hits mostly inhibitors; AID 651768, 2012; 360,000 tested, 0.46% active; Bifunctional 3'-5' exonuclease/ATP-dependent helicase WRN (Homo sapiens), Q14191; WRN helicase unwinding, fluorescent forked duplex, kinetic; further: potency means the concentration at half of the fitted maximal effect; on the % scale 0 is the no-effect control and ±100 the full control effect; nearly all actives have a fitted effect of over 55% in size
#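 Kinetic fluorescence helicase assay: unwinding of a quenched forked DNA duplex (100 nM final) with 2 mM ATP final raises red fluorescence (525/598 nm). Compounds sat 15 min at room temperature with 20 nM WRN beforehand.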
# PI5P4Ka inh: qHTS for Inhibitors of phosphatidylinositol 5-phosphate 4-kinase (PI5P4K); PI5P4Kalpha enzyme, ADP-Glo luminescence, 60 min; active compounds read low; 330,000 tested, 1.2% active; max response, %; Phosphatidylinositol 5-phosphate 4-kinase type-2 alpha (Homo sapiens), P48426; active means max response of -50% or lower; inconclusive means between -30% and -50%; inactive means -30% or higher; further: value at the top dose of about 77 µM; on the % scale 0 is the no-effect control and ±100 the full control effect
#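 Single end-point luminescence (ADP-Glo) quantified ADP from PI5P4Kalpha turnover; ATP 5 microM final, 1 h at RT, 0.1% CHAPS and 0.28 mM EGTA in HEPES pH 7.4.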
# EPAC1 agonist: qHTS for Agonist of cAMP-regulated guanine nucleotide exchange factor 3 (EPAC1): primary screen; Potency, µM (doses to about 154 µM), without a hit: top-dose activation, most hits filed as activators; AID 720707, 2013; EPAC1 agonist qHTS, biochemical assay; response scale: 100% = response to 6.5 mM cAMP; 360,000 tested, 0.073% active; further: potency means the concentration at half of the fitted maximal effect; nearly all actives have a fitted effect of over 60% in size
# Target sequence (O95398 whole entry, looked up): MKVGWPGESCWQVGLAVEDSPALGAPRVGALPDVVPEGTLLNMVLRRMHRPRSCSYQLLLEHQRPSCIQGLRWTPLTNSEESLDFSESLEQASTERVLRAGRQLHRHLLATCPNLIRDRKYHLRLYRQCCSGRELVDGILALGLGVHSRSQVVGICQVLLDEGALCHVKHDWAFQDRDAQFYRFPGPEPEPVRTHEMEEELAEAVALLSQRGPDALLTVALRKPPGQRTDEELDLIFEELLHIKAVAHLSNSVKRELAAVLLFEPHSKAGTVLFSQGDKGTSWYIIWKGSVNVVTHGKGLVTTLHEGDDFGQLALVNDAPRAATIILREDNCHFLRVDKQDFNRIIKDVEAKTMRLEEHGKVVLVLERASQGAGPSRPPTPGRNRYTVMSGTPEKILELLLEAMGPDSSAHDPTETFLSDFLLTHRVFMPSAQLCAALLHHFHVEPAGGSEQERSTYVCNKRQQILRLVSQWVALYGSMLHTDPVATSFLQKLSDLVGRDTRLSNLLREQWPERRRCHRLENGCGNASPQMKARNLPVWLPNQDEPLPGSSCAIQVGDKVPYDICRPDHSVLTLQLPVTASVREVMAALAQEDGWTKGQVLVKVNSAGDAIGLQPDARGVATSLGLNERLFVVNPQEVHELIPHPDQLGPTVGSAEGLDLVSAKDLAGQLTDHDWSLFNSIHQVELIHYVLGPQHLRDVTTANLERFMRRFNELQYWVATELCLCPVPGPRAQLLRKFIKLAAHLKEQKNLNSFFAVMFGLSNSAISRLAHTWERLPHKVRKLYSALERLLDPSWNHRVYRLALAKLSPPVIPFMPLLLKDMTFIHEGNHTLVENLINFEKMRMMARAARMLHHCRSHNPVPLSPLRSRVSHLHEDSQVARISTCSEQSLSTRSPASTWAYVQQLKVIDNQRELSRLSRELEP
#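 Multi-concentration qHTS readout: loss of Rap1B-bound BODIPY-GDP fluorescence driven by 100 nM EPAC1 with excess GDP (50 uM), monitored kinetically at room temperature; agonist response expressed relative to 6.5 mM cAMP.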
# CCT chaperon mod: High-Throughput Screening for Modulators of Cytosolic Chaperonin Activity; activity change, % (no concentration beside the values), hits read low; 360,000 tested, 0.3% active; purified chaperonin ATPase assay, HTRF ADP detection, 30 min; in the data active means activity change below about -30%; further: on the % scale 0 is the no-effect control and ±100 the full control effect
#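 First, chaperonin was dispensed at 40 nM or 20 nM final depending on batch activity. Next, compounds were pinned at 76 uM and ATP added at 10 uM. After 30 min at 37 °C, ADP detection reagents ran 30 min at ambient temperature.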
# IL-2 act: qHTS of IL-2 Activators; IL-2 activation reporter assay, cell-based qHTS; stimulated with anti-CD3/CD4/CD28 beads; in transgenic mouse T cells; activation, % (series mostly up to about 46 µM); 360,000 tested, 0.065% active; in the data active means activation above about 50%; inconclusive means mostly about 30% to 49%; further: 0% is about no effect
#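 Unstimulated transgenic mouse T cells, 750 per well, received compound and, after 60 minutes, anti-CD3/anti-CD4 bead plus anti-CD28 stimulation. EGFP and DsRed were quantified after 18 hours.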
# PLK1 PBD block: qHTS for Inhibitors of PLK1-PDB (polo-like kinase 1 - polo-box domain): Primary Screen | Plk1 PBD binding of FITC phosphopeptide, fluorescence polarization | 360,000 tested, 2.8% active | AID 720504, 2013 | Potency, µM, without a hit: max response, negative = inhibition, usual class: inhibitors; further: potency means the concentration at half of the fitted maximal effect; series mostly up to about 57 µM; on the % scale 0 is the no-effect control and ±100 the full control effect; nearly all actives have a fitted effect of over 65% in size
# EPAC1 antagonist: qHTS for Antagonist of cAMP-regulated guanine nucleotide exchange factor 3 (EPAC1): primary screen. Rap guanine nucleotide exchange factor 3 (Homo sapiens), O95398. EPAC1 GEF assay, Rap1b-BODIPY-GDP exchange fluorescence. Potency, µM (doses to about 115 µM), for inactives: top-dose activity change, negative = inhibition, actives largely listed as inhibitors. 360,000 tested, 0.14% active. AID 720709, 2013;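 further: potency means the concentration at half of the fitted maximal effect; plate controls were vehicle for no effect and positive control for full effect; nearly all actives have a fitted effect of over 50% in size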
# EPAC2 agonist: qHTS for Agonist of cAMP-regulated guanine nucleotide exchange factor 4 (EPAC2): primary screen | Rap guanine nucleotide exchange factor 4 (Homo sapiens), Q8WZA2 | EPAC2 activation, biochemical qHTS; response scale: 100% = 6.5 mM cAMP response | Potency, µM (doses to about 154 µM), without a hit: top-dose activation, hits mostly activators | 360,000 tested, 0.079% active | AID 720711, 2013; further: potency means the concentration at half of the fitted maximal effect; nearly all actives have a fitted effect of over 50% in size
#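 Fluorescence exchange assay: 100 nM EPAC2 with 250 nM RAP1B-BODIPY-GDP and 50 uM GDP; compounds tested as a concentration-titration series (qHTS). Loss of Rap1-bound BODIPY-GDP fluorescence read at 480/540 nm; data normalized to 6.5 mM cAMP.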
# The depositor's hits bear a star; u = inconclusive; x = not tested or not shown; & = joins results of further samples; [ ] = another dose, or the depositor's remark. Unless noted, the call rests on the fitted dose curve; in most records, active means well fitted curve in the direction sought with a large enough effect; inconclusive means small, poorly fitted or top-dose-only effect, or another doubt; inactive means no such curve, though single readings can be large; an effect the other way counts as inactive or inconclusive. Not all compounds are listed, so the mix of outcomes need not match the whole.
SMILES,WRN inhibitor,PI5P4Ka inh,EPAC1 agonist,CCT chaperon mod,IL-2 act,PLK1 PBD block,EPAC1 antagonist,EPAC2 agonist
Cc1cc(=O)n2c(C(=O)Nc3ccc(C(=O)OC(C)C)cc3)c(C(=O)Nc3ccccc3)sc2n1,4%,-3,-10%,1.2,-1.1,u,-5%,-12%
CSc1ccc(Cn2c(C)c(C(=O)NCc3ccccc3C(F)(F)F)sc2=O)cc1,2%[57.1 µM],19,0%,-0.2,-0.5,-8%,-12%,12%
O=C(CC(=O)N/N=C\c1cccc(Cl)c1Cl)NCc1ccccc1,-9%[57.1 µM],-5,10%,-1.9,0.0,-1%,24%,1%
COc1ccc2[nH]c(C(=O)O)c(CCNC(C)=O)c2c1,3%,-12,7%,-2.2,0.5,2%,17%,5%
N/C(=N\OC(=O)c1cc(-c2ccccc2)nc2ccccc12)c1cccnc1,12%,3,9%,-5.1,1.4,-11%,-7%,4%
COCC(C)n1c(SCC(=O)c2cc(C)n(C)c2C)nc2ccccc2c1=O (stereo not given),2%,-6,8%,1.2,1.5,2%,-11%,7%
CCCN(CCC)C1=N/C(=C\c2ccco2)C(=O)N1c1ccccc1,-3%,4,-12%,-0.6,0.0,-12%,-10%,10%
O=C(NC1CCCc2ccccc21)C1CCN(S(=O)(=O)c2cccc3nonc23)CC1 (stereo not given),-8%,4,-4%,2.6,-0.3,3%&-4%,0%,17%
O=C(Nc1ccc(Br)cc1)c1cccc(N2C(=O)C3C4CCC(C4)C3C2=O)c1 (stereo not given),-5%,-1,-3%,0.7,0.4,u,-22%,5%
CCC(C)(C)NC(=O)C(C(C)C)N(CC1CCCO1)C(=O)CNS(=O)(=O)c1ccc(F)cc1 (stereo not given),-6%,5,-4%,1.1,2.9,-6%,3%,-4%
Cc1ccc(C(=O)Nc2cccc(C(F)(F)F)c2)cc1NC(=O)c1[nH]cnc1C(N)=O,-3%,0,6%,-1.4,-0.2,-9%,-19%,1%
COc1ccccc1NC(=S)NCCc1ccc(S(N)(=O)=O)cc1,1%,-6,5%,-1.6,1.3,-8%,-8%,-6%
Cc1cccnc1NC(=O)c1ccc(Cl)c(S(=O)(=O)N2CCCCC2)c1,-4%,2,3%,1.4,0.9,-2%,13%,-7%
CN(C)S(=O)(=O)c1cccc(C(=O)NC(=S)N(CCC#N)Cc2cccnc2)c1,-6%,1,1%,1.4,6.3,-13%,-14%,4%
Cc1ccc2c(c1)cc(CN(Cc1ccc3c(c1)OCO3)S(=O)(=O)c1ccccc1)c1nnnn12,-1%,-1,8%,0.2,-0.3,-26%,-4%,2%
O=c1[nH]c(CSc2nnc(COc3ccccc3)n2-c2ccccc2)nc2ccccc12,-17%,x,6%,-1.1,-1.3,u,1%,16%
NC(N)=Nc1nc(C2COc3ccccc3O2)cs1 (stereo not given),-12%,0,2%,-3.7,3.1,-6%,3%,12%
COCc1cc(=O)n2[nH]c(-c3ccc(C)cc3)cc2n1,-5%[57.1 µM],x,2%,-2.3,0.6,-4%,10%,7%
Cc1ccc(S(=O)(=O)N(CC(=O)Nc2cccnc2)c2ccc(Br)cc2)cc1,-34%,8,9%,0.2,-2.6,7%,-7%,15%
Cc1ccc(N=Cc2cc(Cl)cc(Cl)c2O)nc1,-26%[57.1 µM],-19,-1%,-1.3,0.0,-12%,35%[activator],6%
COc1ccc(C(CNC(=O)Cc2c(F)cccc2Cl)N2CCCCC2)cc1 (stereo not given),-1%[57.1 µM],0,2%,1.2,2.6,0%,-28%,-2%
Cc1ccc(S(=O)(=O)Nc2cccc3c2O[C@H](CN(C)C(=O)Nc2ccc(C(F)(F)F)cc2)[C@@H](C)CN([C@H](C)CO)C3=O)cc1,-11%,-6,-22%,-1.4,0.0,-6%,-15%,1%
COc1ccc(-c2csc3ncnc(N4CCN(S(=O)(=O)c5cccs5)CC4)c23)cc1,-2%,-8,3%,0.4,-1.0,-1%,13%,13%
O=C(CCCN1C(=O)c2ccccc2C1=O)N1CCCCC1,0%,-7,7%,-2.7,-0.7,-11%,8%,18%
CCCCN(C(=O)CC1CCCC1)c1c(N)n(CC(C)C)c(=O)[nH]c1=O,10%,2,0%,-2.9,-0.6,-15%,6%,-5%

# Next section.
SMILES,WRN inhibitor,PI5P4Ka inh,EPAC1 agonist,CCT chaperon mod,IL-2 act,PLK1 PBD block,EPAC1 antagonist,EPAC2 agonist
O=c1[nH]c(SCc2cccc(Cl)c2)nc2[nH]ncc12,-2%,-10,10%,-1.7,-0.5,-10%,7%,8%
Cc1ccc[n+](CC(=O)Nc2ccc(N(C)C)cc2)c1,2%,5,-3%,-2.3,0.8,-11%,5%,12%
C[C@H](N)C(=O)NC[C@H]1O[C@@H](n2cnc3c(N)ncnc32)[C@H](O)[C@@H]1O,10%,1,-30%[inhibitor],-1.5,0.3,-5%,6%,1%
Cc1ccc(NC(=O)CN(C)C(=O)c2cccc(Br)c2)cc1,8%,-1,15%,0.1,0.0,30µM*,-23%,-2%
CCOC(=O)C1CCN(c2c(NC3CCCCCCC3)c(=O)c2=O)CC1,4%,1,-6%,-0.2,0.6,-4%,-5%,8%
Cc1ccn(CCC(=O)Nc2ccc3c(c2)OCO3)n1,-1%,-12,5%,0.4,0.0,-10%,10%,11%
CCc1ccc(NC(=O)c2cnc3scc(C)n3c2=O)cc1,-4%,3,7%,0.9,-1.3,-5%,-1%,-2%
CCc1ccc(NC(=O)CSc2n[nH]c(C)c2[N+](=O)[O-])cc1,5%,2,0%,0.6,-0.1,-5%,12%,3%
CCOC(=O)c1cc(-c2ccncc2)nc2c1c(C)nn2-c1ccccn1,11%,3,-2%,1.6,-0.9,0%,7%,-8%
C=CCn1c(SCC(=O)NCc2ccco2)nc2sc(C)c(C)c2c1=O,-5%,x,-7%,1.9,-1.2,-3%,-7%,2%
COc1ccc2oc(C(=O)NC(C)(C)C)c(C)c2c1,-1%[57.1 µM],5,-3%,0.5,-2.3,6%,-12%,-8%
O=C(CCCc1nc2ccccc2s1)NC1CCOC1=O (stereo not given),-1%,1,2%,2.0,-0.1,10%,-12%,-3%
Cc1cc(C)nc(Nc2ccccc2Br)n1,4%,-1,-1%,-3.4,0.1,-6%,0%,13%
COc1cccc(NC(=O)N2CCC(NC(=O)C(Cc3ccccc3F)NC(C)=O)CC2)c1 (stereo not given),4%,0,-2%,-1.9,-2.8,1%,-13%,-7%
CC(=O)Nc1ccc(NC(=O)c2ccc3c(c2)C(=O)N(c2ccccc2C)C3=O)cc1,0%,3,4%,2.6,-3.0,u,-10%,-1%
S=C1NCCOCCOCCOCCOCCNC(=S)NCCOCCOCCOCCOCCN1,7%,0,-3%,-4.8,-0.2,-7%,6%,-6%
Cc1cccc(CN(C)C[C@H]2OCc3cnnn3CCCC(=O)N([C@H](C)CO)C[C@@H]2C)c1,0%,-11,-4%,1.4,1.7,-4%,-19%,8%
Cc1cc(C(=O)NNCc2ccccc2)no1,0%,2,-17%,-2.0,2.7,-1%,-23%,0%
CCN(CC)S(=O)(=O)c1ccc(NC2c3ncccc3C(=O)N2Cc2ccccc2)cc1 (stereo not given),-8%,x,-3%,-0.3,-0.7,-29%,u,-1%
CCn1c(SCC(=O)C(C)(C)C)nnc1-c1cccnc1,1%[57.1 µM],x,5%,-3.8,-2.4,-7%,4%,11%
O=C(CSc1nnc(CNc2ccc(F)cc2)n1Cc1ccccc1)N1CCOCC1,2%,-3,4%,-0.3,-2.8,-10%,5%,3%
COc1cc(/C=N/NC(=O)c2ccncc2)ccc1OC(=O)c1cccc(F)c1,-24%,1,-25%,-0.9,0.0,0%,3%,1%
COC(=O)c1nn(-c2ccccc2)c(Sc2ccc(Cl)cc2)c1/C=N/O,-5%,1,0%,-5.4,-0.1,-4%,0%,-3%
CC(C)NC(=S)Nc1ccc(Oc2ccccc2)cc1,-3%,3,6%,-2.0,1.0,0%,8%,4%
Cc1ccc2c(c1)/C(=N/N1C(=O)c3ccccc3C1=O)C(=O)N2,u,-2,-5%,0.9,1.0,-15%,-4%,-10%

# A few values from the entries so far.
# Result of COC(=O)c1nn(-c2ccccc2)c(Sc2ccc(Cl)cc2)c1/C=N/O under EPAC1 agonist: 0%
# Result of S=C1NCCOCCOCCOCCOCCNC(=S)NCCOCCOCCOCCOCCN1 under EPAC2 agonist: -6%

# Later entries.
SMILES,WRN inhibitor,PI5P4Ka inh,EPAC1 agonist,CCT chaperon mod,IL-2 act,PLK1 PBD block,EPAC1 antagonist,EPAC2 agonist
CCOC(=O)c1cn(-c2ccccc2)nc1-c1cccnc1,3%,4,-3%,0.7,-3.3,-2%,9%,-2%
O=C(C1CCCO1)N1N=C(c2ccc(Br)cc2)CC1c1ccco1 (stereo not given),-6%[57.1 µM],-15,-2%,-1.8,3.1,-8%,19%,4%
CSCCC1NC(=O)N(CC(=O)N2N=C(c3ccc(Cl)cc3)CC2c2ccco2)C1=O (stereo not given),-7%,-3,17%,-1.3,-3.6,-2%,-23%,12%
CC(C)C[C@H](NC(=O)c1nc[nH]c1C(=O)N(C)Cc1ccccc1)C(=O)OC(C)(C)C,3%,-19,-27%,-0.6,-0.6,3%,-19%,-1%
Cc1cccc(CSc2ccc(-c3ccco3)nn2)c1,-18%,5,11%,-0.6,0.0,-8%,-23%,13%
COc1ccc(CCNC2CC(=O)N(N(C)C)C2=O)cc1OC (stereo not given),5%,-6,4%,-1.9,-0.5,-4%,23%,2%
O=C(COC(=O)c1ccco1)Nc1ccc2c(c1)OCO2,11%,-27,5%,-1.4,1.5,-13%,11%,3%
COc1ccc(C(=O)n2cnc3ccccc32)cc1,-1%,2,7%,-0.5,0.2,-3%,14%,9%
Cc1cc(Br)ccc1NC(=O)CNC(=O)CSc1ncccn1,1%,4,-5%,-0.6,-0.2,1%,11%,-1%

# Entries above that bear a hit mark in PLK1 PBD block:
molecule | WRN inhibitor | PI5P4Ka inh | EPAC1 agonist | CCT chaperon mod | IL-2 act | PLK1 PBD block | EPAC1 antagonist
Cc1ccc(NC(=O)CN(C)C(=O)c2cccc(Br)c2)cc1 | 8% | -1 | 15% | 0.1 | 0.0 | 30µM* | -23%
